C diff HTS – blocks growth of Clostridium difficile | AID 1259249 | Clostridium difficile clinical isolate growth, OD600, 24 h; hits give low values | growth activity, negative = inhibition, % at 16 µg/mL (by protocol) | actives 0.25% (n = 86,000);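 active means mean growth activity at or below -80% and every replicate also at or below -80%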;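 further: 0% = DMSO wells and -100% = levofloxacin 16 µg/mL wells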
T cruzi growth – T. cruzi proliferation inhibition. T. cruzi beta-gal in NIH3T3, GalScreen luminescence, 90 h. inhibition, % at 8.34 µM. actives 5.9% (n = 77,000);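 active means mean inhibition above about 93%, with at least 55% of replicates each passing it, limit read from the data, passing the limit was not always enough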
KDM4C inh – blocks human GASC-1 (KDM4C) demethylase activity; Q9H3R0; GST-KDM4C 2-372, H3K9me3 peptide, LANCE TR-FRET; inhibition, % at 12.5 µM; actives 0.15% (n = 96,000); AID 720574;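 active means mean replicate inhibition above about 25%, with at least 55% of replicates also reaching it, limit read from the data, passing the limit was not always enough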
Target sequence (Q9H3R0 2-372 limits assumed): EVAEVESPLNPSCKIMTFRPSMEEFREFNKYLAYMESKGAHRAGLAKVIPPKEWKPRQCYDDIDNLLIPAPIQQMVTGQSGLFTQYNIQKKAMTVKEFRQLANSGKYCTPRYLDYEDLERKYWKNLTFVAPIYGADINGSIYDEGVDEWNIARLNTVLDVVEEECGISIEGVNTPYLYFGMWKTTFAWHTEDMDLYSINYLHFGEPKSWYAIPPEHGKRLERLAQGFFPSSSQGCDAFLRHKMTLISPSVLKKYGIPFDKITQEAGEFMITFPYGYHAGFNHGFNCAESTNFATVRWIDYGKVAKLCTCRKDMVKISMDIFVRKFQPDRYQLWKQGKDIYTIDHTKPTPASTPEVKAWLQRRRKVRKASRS
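System: N-terminal GST-fused human GASC-1 (KDM4C) fragment, residues 2-372; amount: enzyme final amount 10 nM; incubation: reaction 30 min RT, detection step 1 h RT; medium: HEPES buffer, pH 7.5, plus ascorbate; technique: LANCE TR-FRET, Eu antibody, ULight-streptavidin, EDTA, ex 340 nm, em 618/671 nm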
Pf Dd2 growth – blocks growth of Plasmodium falciparum Dd2 parasites | AID 1159554 | P. falciparum Dd2 growth, SYBR Green, 72 h; hits give low values | activity change, % at 10 µM | actives 2.3% (n = 94,000); in the data active means activity change below about -80%
* = called active by the depositor; . = no result given; & = joins results of further samples.

SMILES	C diff HTS	T cruzi growth	KDM4C inh	Pf Dd2 growth
COc1ccc2c3c([nH]c2c1)[C@@H](CO)N(S(C)(=O)=O)CC31CN(C(=O)Cc2cccnc2)C1	-2	.	12	16
C[C@@H]1CCCCO[C@@H](CN(C)Cc2ccc3c(c2)OCO3)[C@@H](C)CN([C@@H](C)CO)C(=O)c2cc(NC(=O)Nc3ccccc3)ccc2O1	23	100*	-0.8	-37
CN1C(=O)c2cc(NC(=O)c3cccc(C(F)(F)F)c3)ccc2OC[C@H]2O[C@H](CC(=O)O)CC[C@@H]21	4	-20	-1.5	.
C[C@@H]1CN([C@H](C)CO)C(=O)c2cc(NC(=O)CCC(F)(F)F)ccc2O[C@@H]1CN(C)S(=O)(=O)c1ccc(Cl)cc1	-2	37	1.3	23
C[C@H]1CN([C@@H](C)CO)C(=O)c2cccc(NC(=O)C3CCOCC3)c2O[C@@H]1CN(C)CC1CCCCC1	11	22	-1.3	-20
O=C(NCc1ccc(F)cc1)[C@H]1N[C@H]2c3ccc(-c4ccccc4)c(=O)n3C[C@H]2[C@@H]1CO	-2	1	0.0	.
Cc1cc(C(=O)Nc2cccc3c2O[C@H](CN(C)Cc2ccncc2)[C@H](C)CN([C@@H](C)CO)C3=O)n(C)n1	2	20	0.8	-8
O=C(Nc1cccc(F)c1)N1CCCCN2[C@@H](CO)[C@@H](c3ccc(C#Cc4cccnc4)cc3)[C@@H]2C1	34	100*	0.3	-72
COc1ccc(S(=O)(=O)Nc2ccc3c(c2)CC(=O)N([C@@H](C)CO)C[C@@H](C)[C@@H](CN(C)S(=O)(=O)c2ccc(F)cc2)O3)cc1	-6	56	0.0	-30
CN(C)CC#Cc1ccc([C@@H]2[C@H]3CN(C(=O)Cc4ccccc4)CC(=O)N3[C@H]2CO)cc1	-5	.	0.7	2

As a short view, 5 of the compounds above:
SMILES	C diff HTS	T cruzi growth	KDM4C inh	Pf Dd2 growth
O=C(NCc1ccc(F)cc1)[C@H]1N[C@H]2c3ccc(-c4ccccc4)c(=O)n3C[C@H]2[C@@H]1CO	-2	1	0.0	.
Cc1cc(C(=O)Nc2cccc3c2O[C@H](CN(C)Cc2ccncc2)[C@H](C)CN([C@@H](C)CO)C3=O)n(C)n1	2	20	0.8	-8
O=C(Nc1cccc(F)c1)N1CCCCN2[C@@H](CO)[C@@H](c3ccc(C#Cc4cccnc4)cc3)[C@@H]2C1	34	100*	0.3	-72
COc1ccc(S(=O)(=O)Nc2ccc3c(c2)CC(=O)N([C@@H](C)CO)C[C@@H](C)[C@@H](CN(C)S(=O)(=O)c2ccc(F)cc2)O3)cc1	-6	56	0.0	-30
CN(C)CC#Cc1ccc([C@@H]2[C@H]3CN(C(=O)Cc4ccccc4)CC(=O)N3[C@H]2CO)cc1	-5	.	0.7	2

Additional results:
SMILES	C diff HTS	T cruzi growth	KDM4C inh	Pf Dd2 growth
C[C@H](CO)N1C[C@H](C)[C@H](CN(C)Cc2ccc(C(F)(F)F)cc2)OCCCC[C@H](C)Oc2ccc(NC(=O)Nc3ccc(F)cc3)cc2C1=O	.	93	-1.6	-21
C[C@@H]1CCCCO[C@H](CN(C)C(=O)Cc2ccccc2)[C@H](C)CN([C@H](C)CO)C(=O)c2cc(NS(=O)(=O)c3ccc(F)cc3)ccc2O1	-2	58	-0.2	-71
CCC(=O)N(C)C[C@@H]1Oc2cc(C#CCN(C)C)ccc2S(=O)(=O)N([C@H](C)CO)C[C@H]1C	-1	101*	0.9	-9
C[C@H]1CN([C@@H](C)CO)C(=O)Cc2cc(NC(=O)NC3CCCCC3)ccc2O[C@@H]1CN(C)Cc1ccc(C(=O)Nc2ccccc2N)cc1	0	.	-0.4	-71
Cc1noc(C)c1NC(=O)N(C)C[C@@H]1Oc2c(NC(=O)c3nc4ccccc4s3)cccc2C(=O)N([C@@H](C)CO)C[C@H]1C	-1	-184	0.2	-48
CN(C)Cc1cn(CC[C@H]2CC[C@H](NC(=O)Cc3cccnc3)[C@@H](CO)O2)nn1	.	5	3.7	-6
COc1ccc(S(=O)(=O)N(C)C[C@H]2Oc3ccc(NC(=O)Nc4ccccc4)cc3C(=O)N([C@H](C)CO)C[C@@H]2C)cc1	3	21	0.2	-15
COc1ccc(S(=O)(=O)N(C)C[C@@H]2OCCCC[C@H](C)Oc3ccc(NC(=O)Cc4ccccc4)cc3C(=O)N([C@@H](C)CO)C[C@@H]2C)cc1	11	102	-2.4	-83*
COCC(=O)N(C)C[C@H]1Oc2cc(C#CC(C)C)ccc2S(=O)(=O)N([C@H](C)CO)C[C@H]1C	0	-6	1.7	7
C[C@H]1CN([C@@H](C)CO)C(=O)Cc2cc(NC(=O)Cc3ccccc3)ccc2O[C@@H]1CN(C)C	0	.	0.2	27
C[C@@H]1CN([C@H](C)CO)C(=O)c2cc(NC(=O)c3ccccc3)ccc2O[C@@H](C)CCCCO[C@H]1CN(C)C(=O)C1CCCCC1	-17	34	-0.6	-55
O=S(=O)(c1ccccc1)N1CC2(C1)[C@H](c1ccccc1)[C@@H](CO)N2CC1CCCC1	-8	.	-0.8	-47
O=C(N[C@@H]1CC[C@H](CCNC(=O)C2CCC2)O[C@H]1CO)c1ccccn1	-1	.	-0.9	-19
C[C@@H]1CN([C@H](C)CO)S(=O)(=O)c2ccc(-c3cncnc3)cc2O[C@@H]1CN(C)Cc1cccnc1	4	51	8.2	-4
O=C(NCC[C@@H]1CC[C@@H](NC(=O)C2CCCC2)[C@H](CO)O1)c1ccc(F)cc1	-1	.	-0.9	1
NCC[C@H]1CC[C@@H](NC(=O)Nc2ccc(F)cc2)[C@@H](CO)O1	-5	-63	3.5	6
Cc1noc(C)c1NC(=O)Nc1ccc2c(c1)C(=O)N([C@@H](C)CO)C[C@@H](C)[C@H](CN(C)S(=O)(=O)c1ccc(F)cc1)OCCCC[C@H](C)O2	-2	-66	0.3	-69
O=C(C[C@@H]1C[C@@H]2c3cc(NC(=O)NC4CCCC4)ccc3O[C@@H]2[C@@H](CO)O1)NCc1ccccn1	2	.	0.4	19
CC(=O)N(C)C[C@H]1Oc2cc(C#CC(C)(C)O)ccc2S(=O)(=O)N([C@@H](C)CO)C[C@H]1C	0	.	1.5	34
CN1[C@@H]2c3ccc(-c4ccccc4)c(=O)n3C[C@H]1[C@H](CO)[C@H]2C(=O)NCCc1ccccc1	-1	64	-2.0	19
COCC(=O)N(C)C[C@@H]1Oc2cc(C#CCC3CCCC3)ccc2S(=O)(=O)N([C@H](C)CO)C[C@H]1C	-3	.	-0.6	-38
C[C@@H]1CN([C@@H](C)CO)C(=O)c2cccc(NC(=O)CCCCCC(=O)Nc3ccccc3N)c2O[C@H]1CN(C)C(=O)Nc1ccc(F)cc1	4	.	18	-60
CC(C)NC(=O)Nc1ccc2c(c1)C(=O)N([C@H](C)CO)C[C@@H](C)[C@H](CN(C)C(=O)Cc1ccccc1)OCCCC[C@@H](C)O2	-3	43	-0.5	-46
CC(=O)N(C)C[C@H]1Oc2cc(C3=CCCCC3)ccc2S(=O)(=O)N([C@H](C)CO)C[C@@H]1C	.	42	0.6	14
COc1ccc(S(=O)(=O)N(C)C[C@@H]2OCCCC[C@@H](C)Oc3ccc(NC(=O)CCCN(C)C)cc3C(=O)N([C@@H](C)CO)C[C@H]2C)cc1	6	97	4.5	-8
C[C@H](CO)N1C[C@H](C)[C@H](CN(C)C(=O)NC2CCCCC2)Oc2ccc(NC(=O)C3CCCCC3)cc2CC1=O	3	28	1.0	1
C[C@@H]1CCCCO[C@H](CN(C)C(=O)C2CCCCC2)[C@@H](C)CN([C@H](C)CO)C(=O)c2cc(NS(=O)(=O)c3cccs3)ccc2O1	-11	39	-0.2	-37
CCN(C[C@H]1[C@H](c2ccccc2)[C@@H](CO)N1CC1CC1)C(=O)c1cccc(F)c1	20	19	-2.9	-1
C[C@@H]1CN([C@H](C)CO)C(=O)c2cccc(NC(=O)Nc3cccc4ccccc34)c2O[C@H]1CN(C)S(C)(=O)=O	0	43	1.0	9
COCC#Cc1cnc2c(c1)C(=O)N([C@H](C)CO)C[C@@H](C)[C@@H](CN(C)C(=O)Nc1ccccc1OC)O2	1	50	-1.6	2
C[C@H]1CN([C@@H](C)CO)C(=O)c2cc(NC(=O)Cc3cn(C)c4ccccc34)ccc2O[C@H]1CN(C)Cc1ccncc1	-3	34	-1.3	-12
C[C@H]1CN([C@@H](C)CO)C(=O)Cc2cc(NS(=O)(=O)c3ccc(Cl)cc3)ccc2O[C@@H]1CN(C)S(=O)(=O)c1ccccc1	5	0	-0.1	-11
O=C(C1CCC1)N1CCCCN2[C@@H](CO)[C@@H](c3ccc(-c4cccc(F)c4)cc3)[C@@H]2C1	-2	92	.	-3
CC(=O)N(C)C[C@H]1[C@H](c2ccc(-c3cccc(C#N)c3)cc2)[C@@H](CO)N1C(C)=O	-9	2	-0.6	8
C[C@@H]1CN([C@@H](C)CO)C(=O)c2cc(NC(=O)CCN3CCOCC3)ccc2O[C@@H]1CN(C)C(=O)Nc1cccc2ccccc12	1	57	0.9	-15
C[C@@H]1CN([C@@H](C)CO)C(=O)c2cc(NC(=O)Cn3cnnn3)ccc2O[C@@H]1CN(C)C(=O)Nc1ccc(C(F)(F)F)cc1	-5	-91	7.6	4
CCC(=O)N1[C@@H]2c3cccc(=O)n3C[C@@H]2[C@@H](CO)[C@@H]1C(=O)N1CCCCC1	1	-46	0.5	.
C[C@H](CO)N1C[C@H](C)[C@H](CN(C)S(=O)(=O)c2ccccc2)Oc2c(NC(=O)Nc3ccccc3)cccc2C1=O	13	24	0.3	-19
C[C@@H]1CCCCO[C@H](CN(C)C(=O)CCC(F)(F)F)[C@H](C)CN([C@@H](C)CO)C(=O)c2cc(NS(C)(=O)=O)ccc2O1	-3	21	2.4	-20
COc1ccc(CN(C)C[C@@H]2OCCCC[C@@H](C)Oc3ccc(NS(=O)(=O)c4ccc(OC)cc4)cc3C(=O)N([C@@H](C)CO)C[C@H]2C)cc1	-4	12	0.4	-14

Structures above that have a Cl atom (2):
SMILES	C diff HTS	T cruzi growth	KDM4C inh	Pf Dd2 growth
C[C@@H]1CN([C@H](C)CO)C(=O)c2cc(NC(=O)CCC(F)(F)F)ccc2O[C@@H]1CN(C)S(=O)(=O)c1ccc(Cl)cc1	-2	37	1.3	23
C[C@H]1CN([C@@H](C)CO)C(=O)Cc2cc(NS(=O)(=O)c3ccc(Cl)cc3)ccc2O[C@@H]1CN(C)S(=O)(=O)c1ccccc1	5	0	-0.1	-11

(further entries)
SMILES	C diff HTS	T cruzi growth	KDM4C inh	Pf Dd2 growth
C[C@H]1CN([C@@H](C)CO)C(=O)CCCn2nncc2CO[C@@H]1CN(C)C(=O)Nc1ccccc1F	-4	21	0.5	0
CCC(=O)NC[C@@H]1[C@@H](c2ccc(-c3cccc(F)c3)cc2)[C@@H](CO)N1C(=O)CC	-13	44	-3.1	8
CC(C)NC(=O)N(C)C[C@H]1OCCCC[C@@H](C)Oc2ccc(N(C)C)cc2C(=O)N([C@H](C)CO)C[C@@H]1C	-3&16	84&36	8.3	-9&10
C[C@@H]1CN([C@H](C)CO)C(=O)c2cccc(NC(=O)NC3CCCCC3)c2O[C@@H]1CN(C)C(=O)Nc1ccccc1	-3&-5	.	-0.9	-16
O=C(C[C@@H]1CC[C@@H]2[C@H](COC[C@H](O)CN2C(=O)Nc2ccc(F)cc2)O1)NCCc1ccccc1	9&5	10	0.5	-10
O=C(Nc1ccccc1F)N1CCCCN2[C@H](CO)[C@H](c3ccc(-c4cccnc4)cc3)[C@@H]2C1	-8	113*	1.1	30
Cc1noc(C)c1NC(=O)N(C)C[C@@H]1Oc2ccc(NC(=O)C3CC3)cc2C(=O)N([C@@H](C)CO)C[C@H]1C	-1	19	-0.4	11
CO[C@@H]1CN(C)C(=O)c2cc(NC(=O)c3cnccn3)ccc2OC[C@@H](C)NC[C@H]1C	.	7	4.2	5
O=C(C[C@@H]1CC[C@@H]2[C@H](COC[C@H](O)CN2C(=O)c2ccc(F)cc2)O1)NCCCN1CCOCC1	.	-29	-0.9	-6
CO[C@H]1CN(C)C(=O)c2cc(NS(=O)(=O)c3cccc(C)c3)ccc2OC[C@H](C)NC[C@H]1C	.	-3	20	5
COc1ccc(-c2cn(CC[C@@H]3CC[C@H](NC(=O)Nc4ccc(F)cc4)[C@H](CO)O3)nn2)cc1	-5	.	-0.3	-3
CCCNC(=O)Nc1ccc2c(c1)OC[C@H](C)N(C(=O)C1CCC1)C[C@H](C)[C@@H](OC)CN(C)C2=O	.	-22	0.6	.
CCC(=O)N1C[C@@H]2[C@H](c3ccccc31)[C@H](CO)N2C(=O)CC1CC1	2	6	-0.9	-32
CO[C@H]1CN(C)C(=O)c2ccc(NC(C)=O)cc2OC[C@H](C)N(Cc2ccncc2)C[C@@H]1C	-3	22	0.9	24
COc1ccc(CN(C)C[C@H]2OCCCC[C@H](C)Oc3ccc(NC(=O)NC(C)C)cc3C(=O)N([C@@H](C)CO)C[C@H]2C)cc1	5	-10	-0.1	-44
C[C@@H]1CN([C@H](C)CO)C(=O)c2cc(NC(=O)CCCN(C)C)ccc2O[C@H]1CN(C)S(=O)(=O)c1ccccc1	1	-6	2.3	4
C[C@@H]1CN([C@@H](C)CO)C(=O)c2c(c3ccccc3n2C)-c2ccccc2CO[C@H]1CN(C)Cc1cccc(C(=O)O)c1	0	-33	0.2	47
